RSV antiviral HEp-2: inhibition of RSV-induced cytopathic effect – HEp-2 cells, primary 10 µM value included (AID 2391); one-dose CPE inhibition, % at 10 µM; IC50 in µM for titrated hits; HEp-2 cells, RSV-induced CPE inhibition; higher % means a stronger effect; 310,000 compounds, 0.13% hits; in the data active = a potency from the dose series; inconclusive = CPE inhibition mostly from about 23% at the one dose, without a potency; inactive = the rest, 99 in 100 with CPE inhibition below about 21%; note: strong numbers were not always called active
Salmonella PhoP GFP: PhoP-dependent GFP reporter repression – Salmonella Typhimurium, primary screen (AID 1863). S. Typhimurium PhoP-regulated promoter GFP reporter, 4 h; higher % means a stronger effect. inhibition, % at 50 µM; hits with a dose series show IC50 in µM. 300,000 compounds, 0.16% hits;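 active = inhibition over 29.93%, a cutoff 3 SD above the screen mean, later confirmed by dose response; inconclusive = inhibition over 29.93% but no dose response follow-up; inactive = inhibition at most 29.93% or unconfirmed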;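 note: 0% = low Mg2+ inducing control and 100% = high Mg2+ repressing control; strong numbers were not always called active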
West Nile antiviral: inhibition of WNV-induced cytopathic effect – cell-based, CPE readout (AID 1621); CPE inhibition, % at 10 µM; hits with a dose series show IC50 in µM; West Nile virus-infected cells, CPE inhibition; higher % means a stronger effect; 290,000 compounds, 0.02% hits; in the data active = a potency from the dose series; inconclusive = CPE inhibition mostly from about 3.7% at the one dose, without a potency; inactive = the rest, 99 in 100 with CPE inhibition below about 2.2%; note: strong numbers were not always called active
GPR35 arrestin U2OS: inhibition of zaprinast-stimulated GPR35 beta-arrestin translocation – imaging, U2OS, beta-arrestin-GFP, zaprinast agonist, primary screen (AID 2058) | U2OS GPR35 beta-arrestin-GFP translocation imaging, zaprinast antagonism; higher % means a stronger effect | 290,000 compounds, 0.052% hits | inhibition, % at 10 µM; hits with a dose series show IC50 in µM;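 active = inhibition of at least 50% with at least 30 cells and total cytoplasm GFP at most 10,000,000; inconclusive = under 30 cells or total GFP of 10,000,000 plus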
CSM14.1 death rescue: protection against thapsigargin-triggered cell killing – 384-well, CSM14.1, ATP luminescence, primary screen (AID 1222); CSM14.1 thapsigargin-induced death rescue, ATP luminescence; higher % means a stronger effect; cellular ATP content (survival), % at 20 µM; hits with a dose series show EC50 in µM; 190,000 tested, under 10 active;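 active = EC50 below 50 µM in the dose-response confirmation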;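 note: death triggered by thapsigargin at about 15 µM added after 2 h compound pretreatment; cell ATP read after overnight thapsigargin exposure of roughly 18 to 22 hours; normalized against plate controls of thapsigargin alone and 5% DMSO vehicle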
Large T inhibition: SV40 large T antigen inhibitors, biochemical (AID 1903). 310,000 compounds, 0.39% hits. inhibition, % at 20 µM, or IC50 in µM where a hit was titrated. SV40 large T antigen ATPase/helicase inhibition assay; higher % means a stronger effect; in the data active = a potency from the dose series; inconclusive = inhibition mostly from about 32% at the one dose, without a potency; inactive = the rest, 99 in 100 with inhibition below about 32%; note: strong numbers were not always called active
Dengue-2 NS5 capping: Dengue-2 NS5 methyltransferase inhibitors, primary screen, biochemical, confirmation dose response (AID 588689); Dengue-2 NS5 methyltransferase capping enzyme assay, biochemical; higher % means a stronger effect; 340,000 compounds, 0.3% hits; one-dose inhibition, % at 25 µM; IC50 in µM for titrated hits; in the data active = a potency from the dose series; inconclusive = inhibition above about 29% without an active follow-up result
LYP inhibition: PTPN22 lymphoid phosphatase activity blockers – biochemical, fluorescence intensity, uHTS (AID 1779); recombinant LYP phosphatase, fluorescence intensity; higher % means a stronger effect; inhibition, % at 11.5 µM, or IC50 in µM where a hit was titrated; 290,000 compounds, 0.054% hits; in the data active = inhibition above about 50%;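 note: plate controls were vehicle with enzyme for no effect and no enzyme for full effect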
Rac1 GTP hydrolysis: MgcRacGAP GTPase-activating activity inhibitors, confirmation, biochemical, ADP Hunter fluorescence | MgcRacGAP-stimulated Rac1 GTP hydrolysis, ADP Hunter fluorescence; higher % means a stronger effect; GST-tagged Rac1 F28L mutant substrate | inhibition, % at 30 µM, or IC50 in µM where a hit was titrated | 340,000 compounds, 0.6% hits | AID 624330;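 active = first-screen hits whose inhibition reached a set limit at any dose in the follow-up dose series; inconclusive = inhibition above the set first-screen limit but never retested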;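 note: fluorescence reports GDP produced by GAP-driven GTP hydrolysis; strong numbers were not always called active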
Dengue-2 NS5 capping pilot replicate: also measured in Dengue-2 NS5 capping; calls as there; inhibition, %; measured here: pilot screen replicate inhibition
* hit, by the source's call; ? = inconclusive; nt = no result given; & = joins results of further samples.

SMILES | RSV antiviral HEp-2 | Salmonella PhoP GFP | West Nile antiviral | GPR35 arrestin U2OS | CSM14.1 death rescue | Large T inhibition | Dengue-2 NS5 capping | LYP inhibition | Rac1 GTP hydrolysis | others
Cc1nn(C)cc1S(=O)(=O)N1CCCC(C(=O)O)C1 (centres undefined) | 3.4% | -10% | 0.6% | 0% | -5.2% | 16% | -1% | -8% | 4%
Cc1ccc(C2OCC3(CO)COC(c4ccc(C)cc4)N23)cc1 (centres undefined) | 2.5% | -9% | 0.5% | 4% | -0.7% | 3% | -7% | -6% | -4%
CC(C)(C)N(NC(=O)c1ccccc1)C(=O)c1cccc(C(=O)N(NC(=O)c2ccccc2)C(C)(C)C)c1 | -0.3% | -1% | -0.2% | 6% | -1.4% | 6% | -6% | -9% | 3%
CCCC(=O)Nc1nc(-c2ccc3c(c2)CCN3S(C)(=O)=O)cs1 | 1.1% | 5% | -0.2% | -4% | 0.9% | 1% | -2% | -2% | 14%
CCOc1cc(CNCCO)cc(Br)c1OCc1ccc(Cl)cc1 | -3.9% | -3% | nt | 13% | -11% | 7% | 5% | -16% | 13%
Cc1ccc(C(=O)N2CCCC(CCC(=O)N3CCN(c4ccccn4)CC3)C2)s1 (centres undefined) | ? | -2% | -0.9% | -8% | 10% | 3% | -8% | -1% | 4%
CCC/C(=N\NC(=O)CCC(=O)NCc1ccccc1)c1ccccc1 | 4.3% | 2% | -0.4% | 4% | -0.5% | 9% | -5% | -6% | 4%
COc1ccc(C(=O)Nc2ccccc2C(=O)O)cc1NC(=O)C(c1ccccc1)c1ccccc1 | 6.9% | -18% | 0.2% | 7% | nt | 26% | 25% | 2% | 11%
CN1CCN(CCC(=O)N/N=C/c2ccccc2F)CC1 | -1.2% | -1% | 0.1% | -10% | nt | 11% | 2% | 0% | 9%
CCOc1cc(/C=N\NC(=O)OC(C)(C)C)ccc1OC(=O)c1ccco1 | 1.5% | -3% | 0.0% | 5% | 0.2% | 8% | 1% | -2% | 6%
CCOc1cc(CNc2nn[nH]n2)ccc1OCC(=O)NC(C)(C)C | 0.2% | 4% | 0.1% | 0% | -1.7% | 5% | 0% | 0% | 3%
O=c1c(CN2CCN(Cc3ccccc3)CC2)coc2ccc(Cl)cc12 | -0.7% | 10% | -0.7% | -7% | nt | 8% | -4% | -4% | 5%
O=C1C(=O)N(Cc2cccs2)c2ccccc21 | 1.4% | 0% | -0.7% | -8% | nt | 14% | 6% | -8% | 7%
CCOc1ccc(Nc2nc(Cc3nnc(SCC(=O)c4ccc(C)c(C)c4)o3)cs2)cc1 | ? | -3% | -0.8% | -5% | -1.9% | 12% | 1% | 6% | 14%
Cc1cccc(C)c1NC(=O)c1cc(S(=O)(=O)N2CCOCC2)cn1C | 1.0% | nt | -0.3% | 7% | nt | 1% | -5% | -10% | 0%
CC(=O)O/N=C/c1c(C)c(C=O)n2ccccc12 | 4.0% | -10% | -0.6% | 8% | -0.2% | 22% | -7% | -3% | 9%
O=C(NCc1ccccc1C(F)(F)F)C1CC(c2ccccc2C(F)(F)F)=NO1 (centres undefined) | 0.4% | 6%&4% | -0.6% | -10% | nt | 18% | 1% | 3% | 2%
Cc1cccc(NC(=S)NC(=O)c2ccc(Br)o2)c1 | -0.1% | 8% | 0.0% | 7% | 0.0% | 6% | -2% | -11% | 5%
CCN(CC(=O)Nc1c(F)cccc1F)C(=O)CCOc1ccccc1 | 2.1% | 9% | nt | nt | nt | 5% | -1% | nt | 1%
CCCCn1cnc2c1c(=O)n(C)c(=O)n2C | -0.7% | -16% | 0.6% | -10% | -1.4% | 13% | 4% | -7% | 6%
Cn1c(=O)c2cc(S(=O)(=O)N3CCOCC3)ccc2n(C)c1=O | -0.3% | -2% | 1.1% | 1% | -1.5% | 1% | 1% | -3% | -9%
CC(C)NC(=O)NC(=O)COc1cccc2c1OC(C)(C)C2 | 9.4% | -3% | 0.0% | -13% | 2.0% | 1% | 1% | -14% | 3%
C=CCNC(=S)NC(=O)c1csc([N+](=O)[O-])c1 | 0.3% | -9% | -0.1% | 17% | nt | 20% | -12% | -6% | 7%
COc1ccc(NC(=O)Cc2nnc(SCC(=O)Nc3cc(C)ccc3OC)n2C)cc1 | 1.7% | 5% | -0.3% | -4% | 9.3% | 26% | 0% | 0% | 8%
CCOc1ccccc1NC(=O)COn1nnc2ccc(Cl)cc21 | 0.6% | -18% | 0.1% | -9% | -2.3% | -2% | -2% | -6% | 6%

3 structures out of the list, arranged by length of the SMILES, rising:
SMILES | RSV antiviral HEp-2 | Salmonella PhoP GFP | West Nile antiviral | GPR35 arrestin U2OS | CSM14.1 death rescue | Large T inhibition | Dengue-2 NS5 capping | LYP inhibition | Rac1 GTP hydrolysis | others
CN1CCN(CCC(=O)N/N=C/c2ccccc2F)CC1 | -1.2% | -1% | 0.1% | -10% | nt | 11% | 2% | 0% | 9%
CCC/C(=N\NC(=O)CCC(=O)NCc1ccccc1)c1ccccc1 | 4.3% | 2% | -0.4% | 4% | -0.5% | 9% | -5% | -6% | 4%
CCCC(=O)Nc1nc(-c2ccc3c(c2)CCN3S(C)(=O)=O)cs1 | 1.1% | 5% | -0.2% | -4% | 0.9% | 1% | -2% | -2% | 14%

Remaining list, next part
SMILES | RSV antiviral HEp-2 | Salmonella PhoP GFP | West Nile antiviral | GPR35 arrestin U2OS | CSM14.1 death rescue | Large T inhibition | Dengue-2 NS5 capping | LYP inhibition | Rac1 GTP hydrolysis | others
Cc1cccc(C2NS(=O)(=O)N=C2N)c1 (centres undefined) | 0.4% | 10% | 0.6% | 0% | -1.2% | 4% | -2% | -6% | 5%
CN(C)C(C)(C)C#CCCCCC#CC(C)(C)N(C)C | -1.4% | 2% | -0.1% | 12% | 0.7% | 14% | -3% | -1% | 0%
COC(=O)c1cc(NC(=O)CN(c2ccc3c(c2)OCO3)S(C)(=O)=O)ccc1Cl | -1.0% | -1% | -0.3% | -15% | 2.8% | 12% | -4% | -4% | 7%
O=C(O)CC(C(=O)Nc1ccc(F)cc1)C1CCCO1 (centres undefined) | 1.6% | -7% | 0.0% | 47% | nt | 24% | -1% | -4% | 6%
CCn1nc(NC(=O)c2ccccn2)c2cc3cccc(C)c3nc21 | 3.6% | -4% | 0.0% | -8% | 0.4% | 6% | -3% | -9% | 11%
COc1cc(/C=N/NC(=S)Nc2cccc(C(=O)O)c2)cc(OC)c1OC | 0.5% | -14% | 0.5% | -3% | -0.9% | 5% | 1% | 3% | 7%
Cc1ccc(S(=O)(=O)NC(CC(=O)N2CCc3ccccc32)c2ccco2)cc1 (centres undefined) | 2.2% | 1% | -0.6% | -4% | 0.2% | 8% | -7% | -5% | 7%
CCCCN(C(=O)CCCc1nc2ccccc2c(=O)[nH]1)c1c(N)n(CCCC)c(=O)[nH]c1=O | 0.7% | 3% | -0.1% | 4% | nt | 22% | 1% | -4% | 8%
CN(C)c1cccc2cccc(N(C)C)c12 | nt | -12% | -0.1% | -8% | nt | 10% | -12% | -4% | -7%
C(#Cc1ccccc1)C[N+]1(CC#Cc2ccccc2)CCCC1 | 2.9% | 2% | 3.4% | 6% | 10% | -8% | -4% | -2% | 8%
COc1ccc(C(=O)NCCNc2ccc([N+](=O)[O-])cc2)cc1OC | 1.4% | -2% | -0.3% | -7% | nt | 9% | 2% | -9% | 2%
COCCn1nnnc1C(c1cc2cc(C)ccc2[nH]c1=O)N1CCCCCC1 (centres undefined) | 3.3% | -4% | -0.2% | 17% | -1.5% | 10% | 3% | 2% | 2%
COc1ccc(CCNCCC(=O)Nc2c(C)cc(C)cc2C)cc1OC | 4.0% | 9% | -0.6% | 6% | -0.1% | 13% | -7% | -2% | 2%
Cc1nc(C(=O)NNC(=O)c2ccc(Cl)cc2)c(C(F)(F)F)o1 | nt | nt | -0.5% | 8% | nt | 14% | 0% | -6% | 15%
CCc1ccccc1NC(=O)N[C@@H](C)C(=O)OC | -0.3% | -2% | 0.2% | -5% | 2.7% | 10% | 1% | -3% | 9%
Cc1ccccc1CCNC(=O)C1CCC(=O)N(CCc2cccc(F)c2)C1 (centres undefined) | nt | nt | -0.1% | -10% | nt | nt | -7% | -8% | 15%
CCN1CCc2nc(SCC(=O)Nc3ccc(OC)cc3)c(C#N)cc2C1 | 3.5% | -6% | -0.8% | 18% | -1.3% | 18% | 2% | -5% | 6%
Cc1ccc(C2C(C#N)=C(N)SC(N)=C2C#N)cc1 | nt | -15% | nt | -3% | 0.1% | 7% | ? | -6% | 10%
Cc1sc(N)nc1-c1ccc2c(c1)OCCO2 | 1.7% | 3% | -0.6% | 0% | nt | 32% | 3% | -9% | 24% | Dengue-2 NS5 capping pilot replicate=-3.0
O=C(c1ccc(N2CCN(CCO)CC2)nc1)N1CCOCC1 | 1.3% | 1% | 0.0% | 27% | -0.6% | 5% | -3% | -4% | 6%
Nn1c(SCC(=O)NCc2ccc3c(c2)OCO3)nnc1C1CC1 | 1.0% | 1% | 0.1% | 8% | 2.5% | -1% | 5% | -6% | 11%
CCCCn1c(N)c(N(CC(C)C)C(=O)c2cccc(S(=O)(=O)N(C)c3ccccc3)c2)c(=O)[nH]c1=O | -1.0% | -2% | nt | nt | nt | 14% | -5% | nt | 5%
Cc1ccc(S(=O)(=O)C2(C(=O)O)CCCC2)cc1C | 0.7% | -9% | 0.1% | 0% | 0.8% | 4% | -3% | 0% | 5%
CCOC(=O)CNS(=O)(=O)c1ccc(C)cc1 | -0.4% | 8% | 0.1% | -11% | -3.5% | 21% | -3% | -7% | 4%

Structural class: those above containing fluorine
SMILES | RSV antiviral HEp-2 | Salmonella PhoP GFP | West Nile antiviral | GPR35 arrestin U2OS | CSM14.1 death rescue | Large T inhibition | Dengue-2 NS5 capping | LYP inhibition | Rac1 GTP hydrolysis | others
CN1CCN(CCC(=O)N/N=C/c2ccccc2F)CC1 | -1.2% | -1% | 0.1% | -10% | nt | 11% | 2% | 0% | 9%
O=C(NCc1ccccc1C(F)(F)F)C1CC(c2ccccc2C(F)(F)F)=NO1 (centres undefined) | 0.4% | 6%&4% | -0.6% | -10% | nt | 18% | 1% | 3% | 2%
CCN(CC(=O)Nc1c(F)cccc1F)C(=O)CCOc1ccccc1 | 2.1% | 9% | nt | nt | nt | 5% | -1% | nt | 1%
O=C(O)CC(C(=O)Nc1ccc(F)cc1)C1CCCO1 (centres undefined) | 1.6% | -7% | 0.0% | 47% | nt | 24% | -1% | -4% | 6%
Cc1nc(C(=O)NNC(=O)c2ccc(Cl)cc2)c(C(F)(F)F)o1 | nt | nt | -0.5% | 8% | nt | 14% | 0% | -6% | 15%
Cc1ccccc1CCNC(=O)C1CCC(=O)N(CCc2cccc(F)c2)C1 (centres undefined) | nt | nt | -0.1% | -10% | nt | nt | -7% | -8% | 15%
